PHOSPHO1 block: PHOSPHO1 (human) inhibition | recombinant PHOSPHO1, absorbance phosphatase assay | inhibition, % at 13.3 µM | actives 1.1% (n = 290,000); in the data active means inhibition above about 60%
Target sequence (Q8TCT1 whole entry, looked up): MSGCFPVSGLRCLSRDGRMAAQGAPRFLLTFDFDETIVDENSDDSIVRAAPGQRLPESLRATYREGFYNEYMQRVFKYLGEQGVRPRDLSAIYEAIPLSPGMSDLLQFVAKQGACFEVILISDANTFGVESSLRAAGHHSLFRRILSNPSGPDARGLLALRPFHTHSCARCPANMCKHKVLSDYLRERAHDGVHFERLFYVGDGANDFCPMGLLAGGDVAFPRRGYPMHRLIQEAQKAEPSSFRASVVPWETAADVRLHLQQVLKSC
IDE inh: cellular human IDE inhibition | HEK cells, FAbetaB cleavage, fluorescence polarization | actives 0.41% (n = 320,000) | P14735 | inhibition, % at 5.59 µM;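 active means percent inhibition above the average of all tested compounds plus 3 SD, set per screening campaign, cut at about 16% in these data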;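 further: IDE supplied by intact live HEK cells; FP after avidin binding of uncleaved biotin substrate so inhibition keeps polarization high; 0% = DMSO wells and 100% = 60 µM reference IDE inhibitor Ii1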
IDE act: IDE (human) activation, cell-based; P14735; HEK cells, FAbeta-B cleavage, fluorescence polarization; 0% vehicle, 100% cell-free pure enzyme wells; activation, % at 5.96 µM; actives 0.073% (n = 340,000);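 active means activation above the mean of all tested compounds plus 3 SD, set per screening campaign, cut at about 17% in these data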
IMP-1 inhibitor: inhibitors of Pseudomonas aeruginosa IMP-1 metallo-beta-lactamase; purified IMP-1, nitrocefin hydrolysis, epi-absorbance fluorescence; inhibition, % at 5.6 µM; actives 0.45% (n = 290,000); AID 1556;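 active means inhibition above the mean plus 3 SD of all compounds in the same screening run, cut at about 4.5% in these data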;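 further: 0% = IMP-1 with DMSO and 100% = DMSO wells lacking enzyme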
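System: purified recombinant IMP-1 beta-lactamase. Medium: Zinc- and detergent-supplemented HEPES buffer, pH 7.1. Compound: one 5.6 µM dose […]. Schedule: 15 min preincubation plus 25 min reaction at 25 °C. Technique: Epi-absorbance fluorescence, 480 nm excitation, 530 nm emission.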
pCIP destab: p/CIP protein destabilization. Q05BA5. F442A p/CIP-EGFP cells, EGFP fluorescence, 16 h. decrease of EGFP signal, % at 10 µM. actives 0.01% (n = 290,000);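 active means EGFP signal decrease of at least 30% at 10 µM or well 3 SD below plate mean, unless failing retest; inactive means the rest, including hits failing retest or dose response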; further: some compounds called inactive have numbers as strong as hits; many of its hits are not listed in these tables
VIM-2 inhibitor: inhibitors of Pseudomonas aeruginosa VIM-2 metallo-beta-lactamase; purified VIM-2, nitrocefin hydrolysis, epi-absorbance fluorescence; inhibition, % at 5.6 µM; actives 0.89% (n = 290,000);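 active means inhibition above the mean of all tested compounds plus 3 SD, cutoff set per screening run, cut at about 7.5% in these data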;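 further: red hydrolysis product quenches plate fluorescence so inhibitors raise well fluorescence; 0% = enzyme with DMSO and 100% = DMSO without enzyme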
M18AAP inhibitor: PfM18AAP enzyme inhibition; recombinant PfM18AAP, H-Glu-NHMec fluorogenic cleavage; inhibition, % at 7.35 µM; actives 1.2% (n = 290,000);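 active means inhibition above the campaign mean inhibition over all tested compounds plus 3 SD, cut at about 28% in these data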;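 further: 0% = plate median of test compound wells and 100% = 2 mM ZnCl2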
NALP1 inh: NALP1 inhibition | S. cerevisiae NALP1/ASC/caspase-1 growth, X-gal OD620, 72 h | inhibition, % at 10 µM | actives 0.61% (n = 280,000); in the data active means inhibition mostly above about 24%, no sharp cut-off; inactive means mostly below about 32%; further: some compounds called inactive have numbers as strong as hits
GPR7 antagonist: blocks human GPR7 receptor signaling; AID 1861; GPR7-expressing cells, fluorescence antagonist assay; inhibition, % at 4.4 µM; actives 1.1% (n = 290,000); in the data active means inhibition above about 16%, passing the limit was not always enough;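 further: cells stimulated with the agonist NPW; 0% = agonist with vehicle and 100% = vehicle without agonist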
Target sequence (P48145 whole entry, looked up): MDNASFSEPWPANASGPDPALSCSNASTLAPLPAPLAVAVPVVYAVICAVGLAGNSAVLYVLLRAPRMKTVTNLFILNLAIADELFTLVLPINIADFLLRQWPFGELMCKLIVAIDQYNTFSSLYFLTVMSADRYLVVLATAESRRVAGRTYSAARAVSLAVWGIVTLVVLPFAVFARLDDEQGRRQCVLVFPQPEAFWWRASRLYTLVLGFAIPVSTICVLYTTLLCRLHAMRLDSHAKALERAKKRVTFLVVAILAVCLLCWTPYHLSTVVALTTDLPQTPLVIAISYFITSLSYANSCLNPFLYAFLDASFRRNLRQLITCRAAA
The depositor's hits bear a star; x = no result given.

SMILES,PHOSPHO1 block,IDE inh,IDE act,IMP-1 inhibitor,pCIP destab,VIM-2 inhibitor,M18AAP inhibitor,NALP1 inh,GPR7 antagonist
Cc1ccc(C(=O)NC(=C(Cl)Cl)S(=O)(=O)c2ccccc2)cc1,8,-1,-3,-2.2,-5,-2.1,-6,28,-5
COC(=O)CC1C(=O)NCCN1C(=O)CSc1nc2cc(Cl)ccc2o1 (stereo unspecified),32,9,2,-1.1,4,0.7,-4,3,-10
O=C(NC1CCCC1)C(c1ccncc1)N(C(=O)c1ccco1)c1ccc(F)c(Cl)c1 (stereo unspecified),8,-3,2,-1.2,-9,-2.8,0,16,3
Cc1cc(C)cc(NC(=S)NCc2ccc3c(c2)OCO3)c1,x,1,0,-0.6,x,-1.0,0,x,17
CNC(=O)/C(C#N)=C/c1c(N(Cc2ccccc2)Cc2ccccc2)nc2ccccn2c1=O,-1,6,-3,-3.9,-5,-3.5,1,6,-4
C#CCN1C(=O)C2C(C(=O)NC)C3C=CC2(O3)C1C(=O)NCc1ccc(OC)cc1 (stereo unspecified),18,4,-5,-3.9,-35,-3.4,2,9,-3
COc1ccc(N2CCCn3c2nc2c3c(=O)n(CCCc3ccccc3)c(=O)n2C)cc1,x,-1,x,-3.5,x,-0.8,-4,x,-4
O=C(O)c1ccc(-c2nc3ccccc3s2)o1,-5,2,-6,-2.7,4,-1.5,-14,x,-2
O=C(COc1ccccc1)Nc1ccc(NC(=O)c2ccco2)cc1,-19,6,-4,-3.6,14,1.4,6,-28,0
CCSC1=C(C#N)C(c2ccccc2Cl)C(C(=O)c2cccs2)C(O)(C(F)(F)F)N1 (stereo unspecified),-69,1,2,-2.9,-15,-2.8,-8,17,-4
Cc1ccc(Oc2cc(C#N)c(C#N)cc2-n2nnc3ccccc32)cc1C,-1,2,-3,-1.4,-13,-1.0,-6,11,-9
Cc1cc(-c2ccc(C)c(S(=O)(=O)NCCCN3CCN(c4ccccc4)CC3)c2)on1,38,-4,-4,-1.5,-18,-0.1,-2,14,-2
Cc1ccc(/C=C/C(=O)CCC(=O)O)cc1,-16,1,5,-3.0,-12,-1.7,-3,-7,-8
O=C(c1ccc(Cl)c([N+](=O)[O-])c1)N1CCN(c2ccccn2)CC1,-5,7,8,-3.0,2,-2.1,0,31,-9
COc1cccc(C(=O)Nc2c3c(nn2-c2cccc(C)c2C)CS(=O)(=O)C3)c1OC,4,1,-6,-2.7,-3,-2.3,0,41,-20
CC(=O)Nc1ccc(NCC(O)COc2ccccc2)cc1 (stereo unspecified),-4,1,9,-3.0,0,-5.2,-2,-3,-11
CCOC(=O)N1CCC(N2C(=O)c3ccc(C(=O)Nc4cccc(OC)c4)cc3C2=O)CC1,53,0,-5,-0.8,5,-4.9,0,4,9
COc1cc(C2C(C#N)=C(N)N(c3ccc(F)cc3)C3=C2S(=O)(=O)CC3)ccc1O (stereo unspecified),-15,2,0,-4.9,-15,-3.9,11,-3,-6
CN(C)c1ccc(-n2cccc2)cc1,4,10,5,-4.1,-3,-2.5,-2,35,-10
CC(C(=O)Nc1ccc(C(=O)O)cc1)N1C(=O)c2ccccc2C1=O (stereo unspecified),5,8,2,-3.4,-4,-4.8,-10,8,-14
O=[N+]([O-])c1cccc(S(=O)(=O)NCCc2cn3ccccc3n2)c1,13,1,1,1.1,-13,-0.6,-1,x,-11
O=c1c(Cl)c(NC2CC2)cnn1-c1ccccc1,0,4,-2,-0.8,6,-0.2,-7,2,-5
O=C(/C=C/c1cn(-c2ccccc2)nc1-c1cccnc1)N1CCCC1,29,x,-2,-1.4,-2,3.0,-9,8,-4
COc1cc(C2Nc3ccccc3C(=O)N2NS(C)(=O)=O)c([N+](=O)[O-])cc1OC (stereo unspecified),13,4,0,-2.5,7,5.7,13,24,-7
Cc1ccc(Sc2ncnc(N)c2[N+](=O)[O-])cc1,-6,-4,5,-1.7,14,-0.4,-3,18,-6
COc1ccc(OC)c(CN2CCCC(C(=O)N3CCCCC3)C2)c1 (stereo unspecified),-7,2,4,-2.3,-10,-1.2,-5,-6,-7
COC(=O)CN1C(=O)C(O)(CC(=O)c2ccc(C)o2)c2ccccc21 (stereo unspecified),-2,-2,2,-2.6,-2,-0.2,0,15,-5
O=C(NNC(=S)NCc1ccccc1)c1cccnc1,1,-1,0,-4.9,-8,-8.0,-8,5,-10
COCCC(=O)N1CCC(Oc2ccc(C(=O)NCCn3cccn3)cc2)CC1,16,3,9,-1.3,1,-1.3,1,-2,-19
O=C(CCn1c(=S)[nH]c2ccccc2c1=O)NCCCN1CCOCC1,4,7,5,-2.5,-7,-2.6,0,6,2

Sorted by SMILES length (lowest first): some entries from above.
SMILES,PHOSPHO1 block,IDE inh,IDE act,IMP-1 inhibitor,pCIP destab,VIM-2 inhibitor,M18AAP inhibitor,NALP1 inh,GPR7 antagonist
CN(C)c1ccc(-n2cccc2)cc1,4,10,5,-4.1,-3,-2.5,-2,35,-10
O=C(O)c1ccc(-c2nc3ccccc3s2)o1,-5,2,-6,-2.7,4,-1.5,-14,x,-2
COc1ccc(OC)c(CN2CCCC(C(=O)N3CCCCC3)C2)c1 (stereo unspecified),-7,2,4,-2.3,-10,-1.2,-5,-6,-7
O=C(/C=C/c1cn(-c2ccccc2)nc1-c1cccnc1)N1CCCC1,29,x,-2,-1.4,-2,3.0,-9,8,-4
CC(C(=O)Nc1ccc(C(=O)O)cc1)N1C(=O)c2ccccc2C1=O (stereo unspecified),5,8,2,-3.4,-4,-4.8,-10,8,-14
COC(=O)CN1C(=O)C(O)(CC(=O)c2ccc(C)o2)c2ccccc21 (stereo unspecified),-2,-2,2,-2.6,-2,-0.2,0,15,-5
O=C(c1ccc(Cl)c([N+](=O)[O-])c1)N1CCN(c2ccccn2)CC1,-5,7,8,-3.0,2,-2.1,0,31,-9
O=C(NC1CCCC1)C(c1ccncc1)N(C(=O)c1ccco1)c1ccc(F)c(Cl)c1 (stereo unspecified),8,-3,2,-1.2,-9,-2.8,0,16,3
Cc1cc(-c2ccc(C)c(S(=O)(=O)NCCCN3CCN(c4ccccc4)CC3)c2)on1,38,-4,-4,-1.5,-18,-0.1,-2,14,-2
CCSC1=C(C#N)C(c2ccccc2Cl)C(C(=O)c2cccs2)C(O)(C(F)(F)F)N1 (stereo unspecified),-69,1,2,-2.9,-15,-2.8,-8,17,-4
CCOC(=O)N1CCC(N2C(=O)c3ccc(C(=O)Nc4cccc(OC)c4)cc3C2=O)CC1,53,0,-5,-0.8,5,-4.9,0,4,9

New compounds follow.
SMILES,PHOSPHO1 block,IDE inh,IDE act,IMP-1 inhibitor,pCIP destab,VIM-2 inhibitor,M18AAP inhibitor,NALP1 inh,GPR7 antagonist
CC1CCN(c2ccc(-c3cccs3)nn2)CC1,-7,6,2,-2.5,0,-0.8,0,8,4
CC1(C)CC(=O)c2c(oc3ccc(NS(=O)(=O)c4ccc(C(=O)O)cc4)cc23)C1,-24,-6,6,-1.7,2,-1.6,12,4,0
O=C(O)c1cccc(N2C(=O)C3CC=CCC3C2=O)c1 (stereo unspecified),4,3,5,-2.4,3,-3.1,3,-83,-5
C/C=C/c1ccc(OCC(=O)N2CCc3cc(OC)c(OC)cc3C2)c(OC)c1,23,-2,-5,-2.3,-7,-3.4,4,5,-9
CC(=O)Nc1ccc(S(=O)(=O)N2CCN(c3cc(C(F)(F)F)ccn3)CC2)cc1,55,-2,0,0.0,-1,-0.1,-9,5,11
CCOc1c2ccc(C(=O)NCc3ccccc3OC)cc2nn1CC,42,1,3,-1.8,-6,-1.3,0,2,-7
COc1ccc(OCCCC(=O)NCCc2ccc(OC)c(OC)c2)cc1,-8,5,0,-2.1,10,-2.6,-1,22,-13
CCCN(CC(=O)Nc1ccccc1C)C(=O)Cc1coc2cc(C)ccc12,22,0,6,-1.5,-4,-2.5,-2,15,-6
N=C1SC(CC(=O)Nc2ccccc2[N+](=O)[O-])C(=O)N1c1ccccc1 (stereo unspecified),18,2,-6,-2.9,-2,-0.9,0,x,-9
Oc1ccccc1-c1nc(N2CCCC2)c2ccccc2n1,2,-2,7,-2.9,-2,-2.6,-14,4,1
CCCS(=O)(=O)N1CCC(C(=O)NCCN2CCCC2)CC1,17,4,3,-0.5,1,-0.9,-7,5,-13
Cc1ccc(Cl)cc1N1CCN(C(=O)C(=O)N2CCCCC2)CC1,8,2,3,0.3,2,0.0,-15,4,0
COc1ccc(CNC(=O)C(OC(=O)c2ccco2)c2ccccc2)cc1 (stereo unspecified),23,-3,-1,-1.3,-9,-3.1,-8,1,-5
CCOc1ccc(CNC(=S)N/N=C\c2ccc([N+](=O)[O-])cc2)cc1,-2,-4,-2,-2.0,-8,-3.1,-4,x,-3
CCC(CC)c1nnc(NC(=O)CC(C)c2ccccc2)s1 (stereo unspecified),14,5,7,-4.6,-6,-3.2,5,0,-10
Cc1cc(C(=O)CSc2nnc(-c3cccnc3)n2-c2ccccc2F)c(C)n1C,x,2,-19,-2.2,x,-0.1,14,x,-8
O=C(Nc1nc2nccc(-c3ccccc3)n2n1)C(Cl)(Cl)Cl,6,-1,3,-1.9,-6,-2.1,3,25,-8
Cc1cc(=O)oc2cc(OCC(=O)Nc3ccc(CN4CCOCC4)cc3)c(Cl)cc12,22,0,4,-0.2,-2,0.5,-10,28,-2
Cc1ccc(CNS(=O)(=O)c2cccc3nsnc23)cc1,-14,1,4,-2.5,-13,-1.0,-10,15,9
O=C(CCC(=O)c1cccs1)OCc1nnc(-c2ccccc2)o1,-70,4,5,-2.7,-10,-3.5,9,-7,0
C=CCNC(=S)N1CCC(C(=O)c2ccc(F)cc2)CC1,35,0,1,-2.6,0,-0.1,0,8,6
Cc1ccc(NC(=O)C2(NC(=O)c3cccc(N4C(=O)CSC4c4ccccc4)c3)CCCCC2)cc1 (stereo unspecified),18,1,-1,-3.3,-21,-3.1,-3,18,-13
COc1ccccc1NS(=O)(=O)c1ccc(-c2cc(C)no2)s1,12,-1,5,-2.5,6,-0.6,-7,-6,11
CC(=O)Nc1ccc(NC(=O)C2CCCCC2C(=O)O)cc1 (stereo unspecified),1,-6,-3,-2.5,-20,-2.6,1,19,-5
CC(C)c1ccc(N(CC(=O)Nc2ccc(S(=O)(=O)N3CCOCC3)cc2)S(C)(=O)=O)cc1,-38,6,-4,-3.6,-13,-3.1,-2,5,-4
COc1ccc(-c2oc3ncnc(NCCCN(C)C)c3c2-c2ccc(OC)cc2)cc1,20,2,-2,-1.3,4,-1.8,1,22,9
O=c1ccc(Cl)n[nH]1,25,1,-1,-2.3,2,-2.4,-5,-2,-6
COc1cc(-c2nnn(CC#N)n2)ccc1OCc1ccccc1,3,3,0,-0.4,-15,-1.5,3,19,-5
Cc1ccc(C(=O)N/N=C2/NC(=O)CC(C(=O)Nc3ccccc3)S2)cc1 (stereo unspecified),2,-5,6,-5.5,-2,-2.8,2,27,5
COCC1CCCCN1C(=O)c1cc(COc2ccc3ncccc3c2)on1 (stereo unspecified),29,0,-1,0.0,-5,2.1,7,23,11

Compound activity from PubChem BioAssay.
